Source: PubChem
TGFb SMAD3 inh – blocks TGF-b signaling | AID 588855 | actives 1.2% (n = 410,000) | Potency, µM (doses to about 46.1 µM), for the others: at the top dose activity, negative = inhibition, actives largely listed as inhibitors | HepG2 CAGA-GFP TGF-b/SMAD3 reporter, GFP fluorescence, 18 h; TGF-beta stimulated, 500 pg/mL final; also: potency is read from the fitted curve at half-maximal effect; % is scaled to controls: 0 for no effect and ±100 for the full control effect; nearly all actives have a fitted effect of over 65% in size
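TGF-beta reporter screen: HEPG2 CAGA-GFP, 1% FBS, 500 pg/mL TGF-beta final, 18 h; per-cell GFP summed per well; curves fitted and categorized by class.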
CCT chaperon mod – cytosolic chaperonin activity modulation | purified chaperonin ATPase assay, HTRF ADP detection, 30 min | activity change, % (concentration not given with the values), hits read low | actives 0.3% (n = 360,000) | AID 651819; in the data active = activity change below about -30%; also: % is scaled to controls: 0 for no effect and ±100 for the full control effect
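ATPase activity: ADP formed was measured by HTRF Transcreener (665/615 nm ratio) after 30 min at 37 deg C with 10 uM ATP. Compounds screened at one 76 uM concentration against 40 or 20 nM TRiC in Tris pH 7.4/KCl/MgCl2/DTT buffer.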
S2 tox – reduces viability in counter-screen for ATXN expression inhibitors; S2 cells (HEK-293 line with an ATXN2-luciferase reporter) viability, CellTiter-Fluor protease fluorescence, 24 h; actives 0.49% (n = 400,000); Potency, µM (highest dose often 56.7 µM), actives largely listed as cytotoxic; also: potency is read from the fitted curve at half-maximal effect; nearly all actives have a fitted effect of over 40% in size
A549 viability – kills or reduces viability of A549 cells in Nrf2 counter-screen; A549 ARE-Fluc cells, CellTiter-Fluor viability, 18-24 h; Potency, µM (titrated, usually from 46 µM), for inactives: at the highest dose activity change, negative = cytotoxicity, most hits filed as inhibitors; actives 0.16% (n = 390,000); also: potency is read from the fitted curve at half-maximal effect; % is scaled to controls: 0 for no effect and ±100 for the full control effect
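A549 ARE_Fluc cells in 5% FBS OPTI-MEM were exposed to compounds in concentration-response for 18-24 h at 37 deg C. Viability was read by CellTiter-Fluor fluorescence (Ex 405/Em 525) after 30 min, before the luciferase read.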
HepG2 viability – HepG2 cytotoxicity, counter-screen for TGF-b inhibitors; HepG2 CAGA-GFP viability, ATP luminescence, 18 h; Potency, µM (doses to about 46.1 µM), for inactives: top-dose activity change, negative = cytotoxicity, usual class: cytotoxic; actives 0.76% (n = 410,000); AID 588856; also: potency is read from the fitted curve at half-maximal effect; some results filed as inactive show a strong effect at the top dose
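HepG2 CAGA-GFP cells (1000/well, DMEM with 1% FBS) received compound, then TGF-beta at 500 pg/mL final, and were incubated 18 hours at 37 degrees C. Viability was read by CellTiter-Glo luminescence. Media-only wells were set as complete cell-killing and DMSO as no toxicity.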
MmCpn inh – M. maripaludis TRiC chaperonin inhibition; Potency, µM (highest dose often 76.9 µM), for the others: at the top dose activity, negative = inhibition, most hits filed as inhibitors; actives 0.031% (n = 330,000); AID 504842; purified Mm-Cpn ATPase, ADP Transcreener TR-FRET; also: potency is read from the fitted curve at half-maximal effect; % is scaled to controls: 0 for no effect and ±100 for the full control effect; nearly all actives have a fitted effect of over 80% in size
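ATPase read-out: TR-FRET ADP immunoassay (anti-ADP Eu cryptate vs ADP-d2), ex 320 nm, em 590/665 nm; signal drops as ADP forms. Enzyme 25 nM, ATP 10 uM, 30 min at 37°C after 10 min compound preincubation.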
Nrf2 ARE act – activators of Nrf2 (ARE) signaling; AREc32 ARE-luciferase reporter (MCF7-derived line), luminescence, 24 h; Potency, µM (top dose mostly 46.1 µM), for inactives: top-dose activation, usual class: activators; actives 0.31% (n = 410,000); also: potency is read from the fitted curve at half-maximal effect; % of control where 0% means no effect; nearly all actives have a fitted effect of over 65% in size
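ARE activation measured as luciferase luminescence (Steady-Glo, 30 min RT) in AREc32_Fluc cells after 24 hr compound exposure at 37 deg C, 5% CO2; cells seeded overnight at 1000/well in OPTI-MEM, 5% FBS.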
pAkt inh – inhibitors of Akt phosphorylation; Neuro2A IGF-stimulated pAkt S473 HTRF, 20 min; active compounds read low; activity change, % for hits at 50 µM; actives 0.32% (n = 360,000); AID 651550; in the data active = activity change below about -80%; inconclusive = mostly about -51% to -80%; also: % is scaled to controls: 0 for no effect and ±100 for the full control effect
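Neuro2A cells (4,500/well, DMEM with 0.5% FBS) were treated with compound at a single 50 µM final concentration, stimulated with 6 nM IGF for 20 min at 37 °C, and lysed. Phospho-Akt Ser473 was read by HTRF as 665/615 ratio ×10^4.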
Nrf2 inh – blocks Nrf2 signaling | A549 ARE-Fluc reporter, luciferase luminescence, 18-24 h | Potency, µM (doses to about 46 µM), for the others: top-dose activity change, negative = inhibition, actives largely listed as inhibitors | actives 2.1% (n = 360,000) | AID 504444; also: potency is read from the fitted curve at half-maximal effect; % is scaled to controls: 0 for no effect and ±100 for the full control effect; nearly all actives have a fitted effect of over 60% in size
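Nrf2 activity is the BugLite luminescence, read 15 min after reagent at room temperature, following CellTiter-Fluor cytotoxicity readout (30 min, 37C). Compound titrations were applied for 18-24 h to 5000 A549 ARE_Fluc cells/well in 5% FBS OPTI-MEM.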
Starred values were filed as active, the others as inactive; i = inactive; ? = inconclusive; nt = no result given; & = joins results of further samples; [ ] = dose if it differs, or a comment. Unless noted, calls follow the shape of the dose curve; as a rule, active = well fitted curve in the direction sought with a large enough effect; inconclusive = small, poorly fitted or top-dose-only effect, or another doubt; inactive = no such curve, though single readings can be large; an effect the other way counts as inactive or inconclusive.

SMILES | TGFb SMAD3 inh | CCT chaperon mod | S2 tox | A549 viability | HepG2 viability | MmCpn inh | Nrf2 ARE act | pAkt inh | Nrf2 inh
CCOC(=O)CC(=O)CSc1nnc2sc3ccccc3n12 | 3% | 1.5 | i | -9% | 1% | 2% | 10% | i | 7%
O=C(NCc1ccc(F)c(F)c1)c1ccc(-c2ccc(F)c(F)c2)c2ccoc12 | -32% | -1.4 | i | nt | -17% | nt | 0.7% | i | nt
COc1ccc(C(CNC(=O)COc2ccccc2)N2CCCCC2)cc1 (configuration not stated) | ? | 2.0 | i | -3% | 9% | 1% | -0.9% | i | 8%
CCN(CC(=O)Nc1ccccc1OC)CC(=O)Nc1ccccc1C(F)(F)F | -7% | -1.2 | i | -5% | -22% | 0% | -0.4% | i | -11%
COC(=O)C1=C(C)NC(C)=C(C(=O)OC)C1C(=O)OCC(=O)NC1CCCCC1C (configuration not stated) | -1% | 0.7 | i | nt | 1% | nt | 0.2% | i | nt
COCCCNC(=O)C1CCN(c2cc(C)nc3c(-c4ccc(OC)c(OC)c4)c(C)nn23)CC1 | -14% | nt | i | -14% | 7% | nt | -0.4% | nt | -21%
COc1ccc(Cn2c(SCC(=O)N3CCN(c4ccc(F)cc4)CC3)nc3ccccc32)cc1 | -16% | nt | i | -9% | -2% | nt | 3.8% | nt | -14%
COc1cc(C2Nc3ccccc3C(=O)N2Cc2ccccc2)ccc1OCc1ccccc1 (configuration not stated) | ? | nt | nt | -3% | -20% | nt | nt | nt | ?
COc1ccc(N2C(=O)C3CCCN3C2=O)cc1 (configuration not stated) | 6% | 0.1 | ? | -2% | 6% | 0%[15.4 µM] | -0.2% | i | 2%
O=C(CCNc1cc(Cl)cc(Cl)c1)c1ccco1 | 3% | -0.3 | i | 1% | -24% | 2% | ? | i | 13%
COC(=O)[C@@H](Cc1ccccc1)NC(=O)[C@H]1CCC(=O)N1C(=O)OCc1ccccc1 | -1% | 1.5 | i | 7% | -14% | 2% | -0.2% | i | 0%
Cc1ccc(N(CC(=O)NCCc2ccc(Cl)cc2)S(=O)(=O)N(C)C)cc1 | -24% | nt | i | 2% | -1% | nt | 2.8% | nt | -3%
COc1ccc(-c2noc(-c3ccoc3C)n2)cc1 | -7% | 0.4 | i | 4% | -16% | -1% | 17% | i | ?
Cc1cc2[nH]c(=O)c(=O)[nH]c2cc1S(=O)(=O)NC1CCCCC1C (configuration not stated) | 3% | -3.3 | i | 5% | -6% | -1% | -1.0% | i | -1%
CCCCn1c(N)c(N(CCOC)C(=O)c2cccc(S(=O)(=O)N3CCCCCC3)c2)c(=O)[nH]c1=O | 4% | -1.4 | i | -3% | 9% | 2% | -0.8% | i | 7%
CCn1cc(C(=O)C(F)(F)F)c2ccccc21 | -20% | -0.1 | i | -11% | -4% | -6% | 0.4% | i | -2%
COc1ccccc1-n1cnc2cc(C(=O)NCCCN3CCOCC3)ccc21 | -49% | 0.2 | i | 4% | -2% | 0% | 2.7% | i | nt
CCCN1CNC(=S)N(Cc2ccccc2)C1 | -2% | -2.8 | i | 7% | 3% | 1% | 0.0% | i | -8%
FC(F)(F)c1cc(-c2ccco2)nc(N2CCN(c3ccccc3)CC2)n1 | -18% | -1.3 | i | -7% | 1% | 1% | ? | i | -5%
CC(=O)c1c(C(=O)O)[nH]c(C(=O)O)c1C | 7% | 0.1 | i | -1% | -10% | 1% | 0.2% | i | 1%
S=C(Nc1ccc(Nc2ccccc2)cc1)NN1CCOCC1 | 10% | -1.5 | i | -4% | 17% | -2% | -0.4% | i | -17%
COCCCNC(=O)CNC(=S)N(Cc1ccccc1)Cc1cccnc1 | 1% | 0.3 | i | -7% | 0% | 2% | 1.5% | i | 2%
CCCCSCCCNC(=O)c1cn(C)c2ccc(S(=O)(=O)N3CCCC3)cc2c1=O | 3%&-3% | -0.6 | i | 1%&3% | 7%&-8% | -2% | -0.5%&0.3% | i | 13%&13%
CCC1(C)N(O)C(C)(C)C(c2ccc(OC)cc2)=[N+]1[O-] (configuration not stated) | -16% | 0.1 | i | 13% | -19% | -2% | 0.1% | i | -12%
O=C(Nc1ccn(CCCNCCCN2CCCC2=O)c(=O)n1)OCc1ccccc1 | 0% | -0.1 | i | 8% | -1% | nt | 2.3% | i | ?
Cc1ccc2c(CC(=O)O)coc2c1 | 25% | 0.2 | i | 11% | -3% | -4%[15.4 µM] | -0.2% | i | 5%
COC(=O)c1ccc(CNc2ccc(C(C)=O)cc2)cc1 | 3% | -0.6 | ? | nt | 0% | nt | 1.4% | i | nt
CCc1nc2c(OCc3ccc(Cl)cc3Cl)cccn2c1N(C)C(C)=O | ? | 3.2 | nt | nt | -46% | nt | -1.5% | i | nt
CCOc1ccc(NC(=O)c2cccnc2Cl)c([N+](=O)[O-])c1 | -3% | -1.6 | i | -5% | 17% | 0% | -0.2% | i | 14%
COc1ccc(S(=O)(=O)N(C)C)cc1NCC(=O)Nc1ccc(Br)cc1F | 0% | -2.9 | i | 0% | -9% | 0% | 4.2% | i | ?

Structures above that have two or more sulfur atoms (two):
SMILES | TGFb SMAD3 inh | CCT chaperon mod | S2 tox | A549 viability | HepG2 viability | MmCpn inh | Nrf2 ARE act | pAkt inh | Nrf2 inh
CCOC(=O)CC(=O)CSc1nnc2sc3ccccc3n12 | 3% | 1.5 | i | -9% | 1% | 2% | 10% | i | 7%
CCCCSCCCNC(=O)c1cn(C)c2ccc(S(=O)(=O)N3CCCC3)cc2c1=O | 3%&-3% | -0.6 | i | 1%&3% | 7%&-8% | -2% | -0.5%&0.3% | i | 13%&13%

Additional records:
SMILES | TGFb SMAD3 inh | CCT chaperon mod | S2 tox | A549 viability | HepG2 viability | MmCpn inh | Nrf2 ARE act | pAkt inh | Nrf2 inh
Cc1ccc(C(c2nnnn2CC2CCCO2)N2CCN(C)CC2)cc1 (configuration not stated) | -4% | -0.3 | ? | 0% | -15% | 0% | -0.6% | i | 6%
O=C(NCc1ccccc1CN1CCCC1)c1ccc(OCc2cscn2)cc1 | 0% | -1.4 | i | -6% | -1% | 1% | -2.3% | i | -17%
Cc1cccc(C(=O)C2CCN(S(=O)(=O)c3ccc(C(=O)O)cc3)CC2)c1 | -9% | -1.2 | i | -3% | 13% | 2% | -0.6% | i | -1%
Cc1ccc(S(=O)(=O)N(C)C)cc1NC(=O)CN1C(=O)NC(Cc2c[nH]c3ccccc23)C1=O (configuration not stated) | -8% | -2.3 | i | 0% | -15% | 1% | -0.2% | i | 1%
COc1ccc(Cl)cc1N(C(=O)c1ccco1)C(C(=O)NC1CCCC1)c1ccncc1 (configuration not stated) | 3% | 1.9 | i | 1% | -2% | 1% | 5.0% | i | 23%
Cc1nc(N)sc1-c1csc(Nc2cccc(O)c2)n1 | 13% | 0.6 | i | -1% | -17% | -7% | 15% | i | -17%
Cc1ccc(-c2nnc(SCC(=O)N3CCCc4ccccc43)n2N)cc1 | ? | -3.6 | i | 2% | 6% | 1% | 0.3% | i | nt
O=C(COC(=O)c1ccc(F)cc1)NCCc1ccc(F)cc1 | 0% | 1.4 | ? | -12% | 2% | -1% | -0.4% | i | -11%
O=C(COC(=O)c1c[nH]c2ccccc12)Nc1ccc([N+](=O)[O-])cc1 | -26% | -7.9 | ? | -1% | -2% | -2% | 2.4% | i | 3%
CCOC(=O)c1c(NC(=O)c2cccc([N+](=O)[O-])c2C(=O)O)sc2c1CCCC2 | -9% | -1.0 | i | 0% | 1% | 2% | -0.4% | i | 13%
CCOC(=O)CCCCCC(=O)Nc1ccc2c(c1)CC(=O)N([C@@H](C)CO)C[C@H](C)[C@@H](CN(C)C(=O)Nc1ccc3c(c1)OCO3)O2 | -11% | 1.7 | i | 2% | 4% | 0% | 2.8% | i | ?
CC1CC(C)CN(C(=O)C2CCCN(c3ncnc4c3nc3n4CCCCC3)C2)C1 (configuration not stated) | 10% | -0.8 | ? | -19% | -17% | 0% | 3.5% | i | ?
COc1ccc(NC(=O)C2C3C=CC4(O3)C2C(=O)N(CCN2CCCCC2)C4C(=O)NC2CCCCC2)cc1 (configuration not stated) | 15% | -1.2 | i | -10% | 3% | -1% | 0.1% | i | -2%
CC1CCCC(C)N1C(=O)Nc1cccc(Cl)c1 (configuration not stated) | -1% | -2.4 | i | 1% | -4% | 0% | 0.4% | i | 9%
COc1cc(OC)cc(C(=O)OCC(=O)NCc2ccco2)c1 | -5% | -2.1 | i | 2% | -34% | -2% | 2.6% | i | 14%
Cc1ccc2c(c1)N(Cc1ccc3c(c1)OCO3)C(=O)C(C)O2 (configuration not stated) | 12% | -1.5 | i | 13% | -4% | 1% | 0.5% | i | nt
CCc1ccccc1NC(=O)C1CCN(C(=O)c2ccc([N+](=O)[O-])cc2)CC1 | -11% | -1.3 | i | -1% | -8% | -4% | -0.1% | i | -6%
CC(C)Cc1cc(CN2CCCC(CO)(Cc3cccc(Cl)c3)C2)[nH]n1 (configuration not stated) | ? | -1.5 | ? | -1% | -59% | -2% | 5.7% | i | 6%
Cc1[nH]c2ccccc2c1C(=O)CSc1ccc(F)cc1 | 0% | -3.2 | i | -2% | -4% | -1% | 4.0% | i | 3%
O=C(Nc1ccccc1)C1Cc2c(-c3ccco3)ccnc2O1 (configuration not stated) | 2% | 0.5 | i | nt | 1% | nt | 4.8% | i | nt
CC1CCN(C(=O)c2ccccc2NC(=O)Nc2ccccc2)CC1 | -11% | -1.0 | i | 0% | -1% | -1% | -0.6% | i | 2%
COC(=O)c1ccccc1NC(=O)COC(=O)/C=C/c1ccco1 | ? | -1.4 | i | -3% | 2% | -3% | ? | i | 6%

Hits appear at their usual frequency; about 4.4% have a hit in one of these screens.
